# Screens: PubChem, Broad Institute
# INS-1E rescue = INS-1E beta cell protection from cytokine death. INS-1E cytokine-induced death, ATP luminescence, 48 h; normalised: neutral wells 0, positive control 100. protection from cytokine-induced ATP loss, % at 10 µM. 20,000 tested, 0.1% active. AID 488910;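 active = mean replicate protection from cytokine-induced ATP loss at least 50% and at least 75% of replicates each reaching 50%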
#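 Assay system: INS-1E rat insulinoma cells. Amount: 8000 cells per well. Medium: phenol-red-free RPMI with 5% fetal bovine serum. Reagent: IL-1β, TNF-α and IFN-γ cytokine mix. Doses: one compound concentration, pin transfer. Schedule: 48 h co-treatment, 10 min post-lysis read. Detection: CellTiter-Glo luminescence measuring cellular ATP.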
# T cruzi HTS = blocks T. cruzi growth inside host cells; AID 651903; activity score (inhibition), % at 5.01 µM; intracellular Trypanosoma cruzi in host cells, plate reader; 22,000 tested, 4.9% active; in the data active = activity score above about 55%;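 also: parasites and compound incubated about four days before reading; 0% = median of neutral control wells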
# * hit, by the source's call; . = no result given. This is a subset; count on the stated rates, not on these rows.
Molecule	INS-1E rescue	T cruzi HTS
COc1ccc(S(=O)(=O)Nc2ccc3c(c2)CC(=O)N([C@H](C)CO)C[C@@H](C)[C@H](CN(C)C(=O)Nc2ccc(C(F)(F)F)cc2)O3)cc1	0	5
C[C@@H]1CN([C@@H](C)CO)C(=O)Cc2cc(NC(=O)CCC(F)(F)F)ccc2O[C@@H]1CN(C)Cc1ccccc1	-7	17
C[C@@H]1CCCCO[C@H](CN(C)C)[C@@H](C)CN([C@H](C)CO)C(=O)c2cc(NC(=O)NC3CCCCC3)ccc2O1	9	-5
C[C@@H]1CN([C@@H](C)CO)C(=O)c2cccc(NC(=O)CCCCCC(=O)Nc3ccccc3N)c2O[C@@H]1CN(C)C(=O)Nc1ccc(F)cc1	-3	30
C[C@@H]1CN([C@@H](C)CO)C(=O)c2cccc(NS(=O)(=O)c3ccccc3)c2O[C@@H]1CN(C)C(=O)Nc1cccc2ccccc12	-2	-2
C[C@H]1CN([C@@H](C)CO)C(=O)Cc2cc(NC(=O)CCCCCC(=O)Nc3ccccc3N)ccc2O[C@H]1CN(C)C(=O)NC1CCCCC1	5	-26
C[C@H]1CN([C@@H](C)CO)C(=O)c2cc(NC(=O)c3ccncc3)ccc2O[C@@H]1CN(C)Cc1ccc(-c2ccccc2)cc1	3	-15
COc1ccc(S(=O)(=O)Nc2ccc3c(c2)C(=O)N([C@@H](C)CO)C[C@H](C)[C@H](CN(C)S(=O)(=O)c2cccs2)O3)cc1	.	-14
O=C(N/N=C/c1ccc(Oc2ccccc2)cc1)c1ccccc1O	5	6
O=C(N/N=C/c1cc(Br)c(O)c(Br)c1)c1ccccn1	7	-13
C[C@H]1CN([C@@H](C)CO)C(=O)c2cccc(NS(=O)(=O)c3ccccc3)c2O[C@@H]1CN(C)Cc1ccc2c(c1)OCO2	-2	3
C[C@@H]1CN([C@@H](C)CO)C(=O)c2cc(NC(=O)CCCN(C)C)ccc2O[C@H]1CN(C)C(=O)Nc1ccc2c(c1)OCO2	1	-13
COc1ccc(CN(C)C[C@H]2Oc3ccc(NC(=O)Nc4ccc(F)cc4)cc3C(=O)N([C@H](C)CO)C[C@H]2C)cc1	-3	-20
C[C@H](CO)N1C[C@H](C)[C@H](CN(C)C(=O)NC2CCCCC2)Oc2c(NC(=O)c3ccc(-c4nccs4)cc3)cccc2C1=O	10	-23
C[C@H](CO)N1C[C@H](C)[C@H](CN(C)S(=O)(=O)c2cccs2)Oc2ccc(NC(=O)Nc3cccc4ccccc34)cc2C1=O	-1	9
COc1ccc(-c2cnc3c(c2)C(=O)N([C@H](C)CO)C[C@H](C)[C@H](CN(C)C(=O)NC(C)C)O3)cc1	.	1
Cc1noc(C)c1S(=O)(=O)Nc1ccc2c(c1)C(=O)N([C@@H](C)CO)C[C@@H](C)[C@H](CN(C)Cc1ccc(C(F)(F)F)cc1)O2	-18	28
C[C@H](CO)N1C[C@H](C)[C@H](CN(C)C(=O)Nc2ccc(F)cc2)Oc2ccc(NC(=O)CCC(F)(F)F)cc2C1=O	-7	-30
Cc1cc(C(=O)Nc2cccc3c2O[C@H](CN(C)Cc2ccc4c(c2)OCO4)[C@H](C)CN([C@@H](C)CO)C3=O)n(C)n1	-3	12
CC(C)NC(=O)N(C)C[C@@H]1Oc2ccc(NC(=O)C3CC3)cc2CC(=O)N([C@H](C)CO)C[C@H]1C	9	-22

# 4 neighbouring entries already listed, for reference:
Molecule	INS-1E rescue	T cruzi HTS
Cc1noc(C)c1S(=O)(=O)Nc1ccc2c(c1)C(=O)N([C@@H](C)CO)C[C@@H](C)[C@H](CN(C)Cc1ccc(C(F)(F)F)cc1)O2	-18	28
C[C@H](CO)N1C[C@H](C)[C@H](CN(C)C(=O)Nc2ccc(F)cc2)Oc2ccc(NC(=O)CCC(F)(F)F)cc2C1=O	-7	-30
Cc1cc(C(=O)Nc2cccc3c2O[C@H](CN(C)Cc2ccc4c(c2)OCO4)[C@H](C)CN([C@@H](C)CO)C3=O)n(C)n1	-3	12
CC(C)NC(=O)N(C)C[C@@H]1Oc2ccc(NC(=O)C3CC3)cc2CC(=O)N([C@H](C)CO)C[C@H]1C	9	-22

# The results go on.
Molecule	INS-1E rescue	T cruzi HTS
COc1ccc(S(=O)(=O)Nc2cccc3c2O[C@@H](CN(C)C(=O)Nc2ccc4c(c2)OCO4)[C@H](C)CN([C@H](C)CO)C3=O)cc1	4	-3
COc1ccc(S(=O)(=O)Nc2ccc3c(c2)C(=O)N([C@@H](C)CO)C[C@@H](C)[C@@H](CN(C)S(C)(=O)=O)O3)cc1	-2	-8
CNC[C@@H]1Oc2c(NS(=O)(=O)c3ccc(C)cc3)cccc2C(=O)N([C@@H](C)CO)C[C@H]1C	12	-18
C[C@@H]1CN([C@H](C)CO)C(=O)c2cccc(NS(=O)(=O)c3ccc(F)cc3)c2O[C@@H]1CN(C)Cc1ccncc1	8	-1
C[C@H]1CN([C@@H](C)CO)C(=O)c2cc(NC(=O)CCCN(C)C)ccc2O[C@H]1CN(C)Cc1ccc(-c2ccccc2)cc1	-4	-7
C[C@H]1CN([C@@H](C)CO)C(=O)c2cc(NC(=O)Nc3ccc(C(F)(F)F)cc3)ccc2O[C@@H]1CN(C)C(=O)Nc1ccc(F)cc1	2	-3
C[C@@H]1CN([C@H](C)CO)C(=O)c2cc(NS(=O)(=O)c3ccc(Cl)cc3)ccc2O[C@H]1CN(C)S(=O)(=O)c1cccs1	-5	-7
COc1ccc(OC(=O)N(C)C[C@H]2OCc3cn(nn3)CCCC(=O)N([C@@H](C)CO)C[C@H]2C)cc1	.	-19
C[C@H]1CN([C@@H](C)CO)C(=O)CCCn2cc(nn2)CO[C@@H]1CN(C)S(=O)(=O)c1ccc2c(c1)OCCCO2	.	-7
CC(C)NC(=O)N(C)C[C@H]1Oc2c(NC(=O)CCCCCC(=O)Nc3ccccc3N)cccc2C(=O)N([C@H](C)CO)C[C@@H]1C	-5	-27
C[C@@H]1CN([C@H](C)CO)C(=O)Cc2cc(NC(=O)c3ccncc3)ccc2O[C@H]1CN(C)S(=O)(=O)c1ccc(Cl)cc1	4	-4
O=C(N/N=C/c1cc2c(cc1Br)OCO2)c1ccccn1	-6	-12
C[C@@H]1CN([C@H](C)CO)C(=O)c2cc(NC(=O)CCN3CCOCC3)ccc2O[C@H]1CN(C)Cc1ccc(Oc2ccccc2)cc1	1	-129
CC(C)NC(=O)Nc1ccc2c(c1)C(=O)N([C@H](C)CO)C[C@H](C)[C@H](CN(C)S(=O)(=O)c1cn(C)cn1)O2	3	-1
O=C(O)CCCCCCC(=O)N/N=C/c1ccc(S(=O)(=O)O)o1	-9	-12
COc1ccc(CN(C)C[C@@H]2OCCCC[C@@H](C)Oc3ccc(NS(=O)(=O)c4ccc(C)cc4)cc3C(=O)N([C@H](C)CO)C[C@@H]2C)cc1	-8	15
C[C@H]1CN([C@@H](C)CO)C(=O)CCCn2cc(nn2)CO[C@H]1CN(C)C(=O)c1ccccc1	.	-8
COc1ccc(S(=O)(=O)Nc2ccc3c(c2)CC(=O)N([C@@H](C)CO)C[C@H](C)[C@@H](CN(C)Cc2ccc(Oc4ccccc4)cc2)O3)cc1	-1	52
Cc1noc(C)c1NC(=O)N(C)C[C@H]1Oc2ccc(NC(=O)C3CC3)cc2CC(=O)N([C@H](C)CO)C[C@H]1C	8	-13
C[C@H]1CN([C@@H](C)CO)C(=O)c2cc(NC(=O)Cc3cn(C)c4ccccc34)ccc2O[C@H]1CN(C)C(=O)Nc1ccc2c(c1)OCO2	2	-4
C[C@H]1CN([C@@H](C)CO)C(=O)CCCn2cc(nn2)CO[C@@H]1CN(C)C(=O)C1CCCCC1	5	-21
C[C@@H]1CCCCO[C@H](CN(C)C)[C@@H](C)CN([C@H](C)CO)C(=O)c2cc(NC(=O)Nc3ccc(F)cc3)ccc2O1	9	-16
C[C@H]1CN([C@@H](C)CO)C(=O)c2cc(NC(=O)Nc3cccc4ccccc34)ccc2O[C@H]1CN(C)C(=O)NC1CCCCC1	-2	-18
COc1ccc(S(=O)(=O)Nc2ccc3c(c2)CC(=O)N([C@H](C)CO)C[C@@H](C)[C@@H](CN(C)S(=O)(=O)c2ccccc2)O3)cc1	7	74*
C[C@@H]1CCCCO[C@H](CN(C)C(=O)Nc2cccc3ccccc23)[C@@H](C)CN([C@H](C)CO)C(=O)c2cc(NS(=O)(=O)c3cn(C)cn3)ccc2O1	5	-5
C[C@@H]1CN([C@@H](C)CO)C(=O)c2cccc(NC(=O)c3cnccn3)c2O[C@@H]1CN(C)C	-1	23
C[C@@H]1CN([C@@H](C)CO)C(=O)c2cccc(NC(=O)NC3CCCCC3)c2O[C@@H]1CN(C)Cc1ccc(C(F)(F)F)cc1	-15	29
C[C@@H]1CN([C@H](C)CO)C(=O)c2cc(NC(=O)Nc3ccccc3)ccc2O[C@@H]1CN(C)S(C)(=O)=O	1	-8
C[C@@H]1CN([C@@H](C)CO)C(=O)c2cc(NC(=O)Cn3cnnn3)ccc2O[C@H]1CN(C)C(=O)Nc1ccccc1	0	-6
CC(C)NC(=O)N(C)C[C@@H]1OCc2cnnn2CCCC(=O)N([C@@H](C)CO)C[C@@H]1C	.	-17
COc1ccc(S(=O)(=O)Nc2cccc3c2O[C@H](CN(C)CC2CCCCC2)[C@@H](C)CN([C@H](C)CO)C3=O)cc1	-4	-2
CC(C)NC(=O)N(C)C[C@@H]1Oc2ccc(NC(=O)Nc3ccc(F)cc3)cc2C(=O)N([C@@H](C)CO)C[C@H]1C	0	3
C[C@@H]1CN([C@H](C)CO)C(=O)Cc2cc(NS(=O)(=O)c3cccs3)ccc2O[C@H]1CN(C)Cc1ccc(-c2ccccc2)cc1	-8	20
C[C@H](CO)N1C[C@H](C)[C@H](CN(C)C(=O)Nc2ccc(C(F)(F)F)cc2)Oc2c(NS(=O)(=O)c3cccs3)cccc2C1=O	-4	2
C[C@@H]1CN([C@H](C)CO)C(=O)c2cccc(NC(=O)Nc3ccccc3)c2O[C@@H]1CN(C)C(=O)Nc1ccccc1	-7	14
C[C@H]1CN([C@@H](C)CO)C(=O)c2cc(NC(=O)C3CC3)ccc2O[C@H]1CN(C)C(=O)Nc1ccccc1	10	-4
C[C@H](CO)N1C[C@H](C)[C@@H](CN(C)C(=O)Nc2ccccc2)Oc2ccc(NS(=O)(=O)c3ccc(F)cc3)cc2C1=O	2	-12
COc1ccc(S(=O)(=O)Nc2ccc3c(c2)C(=O)N([C@H](C)CO)C[C@@H](C)[C@H](CN(C)Cc2ccc(Oc4ccccc4)cc2)O3)cc1	-26	32
C[C@@H]1CCCCO[C@@H](CN(C)Cc2ccc3c(c2)OCO3)[C@@H](C)CN([C@H](C)CO)C(=O)c2cc(NC(=O)Cc3ccccc3)ccc2O1	-8	5
COc1ccc(NC(=O)N(C)C[C@H]2Oc3c(NC(=O)C4CCOCC4)cccc3C(=O)N([C@H](C)CO)C[C@@H]2C)cc1	9	12
Cc1noc(C)c1NC(=O)Nc1ccc2c(c1)C(=O)N([C@H](C)CO)C[C@H](C)[C@H](CN(C)S(=O)(=O)c1ccc(F)cc1)O2	10	1
Cc1noc(C)c1NC(=O)Nc1cccc2c1O[C@H](CN(C)Cc1ccc(-c3ccccc3)cc1)[C@H](C)CN([C@H](C)CO)C2=O	-23	-11
CC(C)NC(=O)N(C)C[C@H]1Oc2c(NC(=O)C3CCOCC3)cccc2C(=O)N([C@@H](C)CO)C[C@H]1C	7	18
C[C@H]1CN([C@@H](C)CO)C(=O)Cc2cc(NC(=O)Nc3cccc4ccccc34)ccc2O[C@@H]1CN(C)S(=O)(=O)c1cn(C)cn1	4	-5
C[C@@H]1CN([C@H](C)CO)C(=O)c2cc(NC(=O)CCCCCC(=O)Nc3ccccc3N)ccc2O[C@H]1CN(C)C(=O)Nc1ccccc1	4	-19
C[C@H](CO)N1C[C@H](C)[C@@H](CN(C)Cc2ccc(C(=O)Nc3ccccc3N)cc2)Oc2c(NS(C)(=O)=O)cccc2C1=O	-7	39
CC(C)NC(=O)N(C)C[C@@H]1Oc2c(NC(=O)Nc3ccc(F)cc3)cccc2C(=O)N([C@H](C)CO)C[C@H]1C	2	-18
Cc1noc(C)c1NC(=O)Nc1ccc2c(c1)C(=O)N([C@@H](C)CO)C[C@@H](C)[C@H](CN(C)Cc1ccc(C(F)(F)F)cc1)O2	3	-17
Cc1ccc(S(=O)(=O)N(C)C[C@@H]2Oc3ccc(NC(=O)NC(C)C)cc3C(=O)N([C@H](C)CO)C[C@@H]2C)cc1	.	3
C[C@@H]1CN([C@H](C)CO)C(=O)c2cccc(NC(=O)CCCCCC(=O)Nc3ccccc3N)c2O[C@@H]1CN(C)Cc1ccncc1	-11	-25
COc1ccc(CN(C)C[C@@H]2Oc3ccc(NC(=O)C4CCCCC4)cc3C(=O)N([C@H](C)CO)C[C@@H]2C)cc1	-5	3
C[C@H](CO)N1C[C@H](C)[C@H](CN(C)S(=O)(=O)c2cccs2)Oc2ccc(NC(=O)Nc3ccc(C(F)(F)F)cc3)cc2C1=O	-19	5
C[C@@H]1CN([C@@H](C)CO)C(=O)c2cc(NC(=O)Cc3cn(C)c4ccccc34)ccc2O[C@H]1CN(C)Cc1ccc2c(c1)OCO2	.	1
C[C@H]1CN([C@@H](C)CO)C(=O)Cc2cc(NS(=O)(=O)c3cn(C)cn3)ccc2O[C@H]1CN(C)Cc1ccc(C(=O)O)cc1	-3	4
C[C@H]1CN([C@@H](C)CO)C(=O)c2cccc(NC(=O)Nc3ccc(C(F)(F)F)cc3)c2O[C@H]1CN(C)S(=O)(=O)c1ccc(Cl)cc1	-73	43
